Screening results deposited in PubChem BioAssay by Sanford-Burnham Center for Chemical Genomics.
EBI2 block: antagonists of human EBI2 receptor. AID 651636. EBI2 beta-arrestin recruitment, luminescence, 7a,25-OHC stimulated. inhibition, % at 5 µM. P32249. actives 0.81% (n = 360,000); in the data active = inhibition above about 38%;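 also: enzyme fragment complementation signal reports receptor beta-arrestin coupling in cells; 0% = agonist plus DMSO wells and 100% = wells without agonist; some results beyond the cut were filed as inactive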
Target sequence (P32249 whole entry, looked up, the tested form may be a part): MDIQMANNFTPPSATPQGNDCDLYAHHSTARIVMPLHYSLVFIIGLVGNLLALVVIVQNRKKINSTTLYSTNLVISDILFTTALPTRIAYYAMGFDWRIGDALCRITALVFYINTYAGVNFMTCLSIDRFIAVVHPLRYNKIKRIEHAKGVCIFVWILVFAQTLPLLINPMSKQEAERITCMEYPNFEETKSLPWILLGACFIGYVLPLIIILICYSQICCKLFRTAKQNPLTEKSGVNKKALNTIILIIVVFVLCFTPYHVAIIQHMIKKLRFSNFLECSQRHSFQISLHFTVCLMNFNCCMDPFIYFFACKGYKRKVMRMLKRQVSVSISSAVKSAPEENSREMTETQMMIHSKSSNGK
* hit, by the source's call. An excerpt; the hit share may differ from the screen's.

| EBI2 block | Compound |
| --- | --- |
| -1.2 | COC(=O)C1=COC(OC2OC(CO)C(O)C(O)C2O)C2C(C)CC(=O)C12 (stereo unspecified) |
| 2.8 | CCCCn1nnnc1C(c1cc2ccccc2o1)N(CCN(C)C)Cc1ccccc1 (stereo unspecified) |
| -7.2 | COc1ccc(OC)c(NCCN2C(=O)c3ccccc3C2=O)c1 |
| 5.6 | O=C(c1cccs1)N1C[C@@H](O)[C@H](n2cc(-c3ccc(F)cc3)nn2)C[C@@H]1c1ccccc1 |
| 7.6 | CC(=O)N1N=C(c2ccc(Br)cc2)CC1c1ccc(Br)cc1 (stereo unspecified) |
| -8.9 | CCNC(=O)C1(C)CCN1C(=O)Cc1ccc(C(C)C)cc1 (stereo unspecified) |
| -3.1 | CCCc1c(C(=O)N/N=C/c2ccc(-c3ccccc3)cc2)nnn1-c1nonc1N |
| 26.9 | COc1cccc(Cn2c(C(C)n3c(-c4cnccn4)nc4ccccc43)nc3ccccc32)c1 (stereo unspecified) |
| -3.6 | Nc1ccn([C@@H]2O[C@H](C(=O)N3CCN(Cc4ccccn4)CC3)[C@@H](O)[C@H]2O)c(=O)n1 |
| 10.3 | COc1ccc(C(C(=O)NC2CCCC2)n2c(CSCCOc3ccccc3)nc3ccccc32)cc1 (stereo unspecified) |
| -5.0 | Fc1cccc(-c2cncc(N3CCN(CCN4CCCC4)CC3)n2)c1 |
| -5.6 | COc1cccc(NC(=O)Nc2nnc(COCCO)s2)c1 |
| 10.9 | Cc1ccc(S(=O)(=O)N2C[C@H]3C(=O)C[C@@H](c4ccccc4)N(S(=O)(=O)c4ccccc4)[C@H]3C[C@H]2c2ccccc2)cc1 |
| 3.9 | COc1cc(NS(=O)(=O)c2ccc(-n3cccn3)cc2)cc(OC)c1 |
| 6.8 | O=C(CN1CCN(C(=O)c2cc(C3CC3)nn2-c2ccccc2)CC1)Nc1ccc(F)cc1 |

Shown in markdown: part of the list above.
| SMILES | EBI2 block |
| --- | --- |
| CC(=O)N1N=C(c2ccc(Br)cc2)CC1c1ccc(Br)cc1 (stereo unspecified) | 7.6 |
| CCNC(=O)C1(C)CCN1C(=O)Cc1ccc(C(C)C)cc1 (stereo unspecified) | -8.9 |

Other compounds follow:
| EBI2 block | Compound |
| --- | --- |
| -1.8 | C[C@@H]1CN([C@@H](C)CO)C(=O)c2cc(Br)cnc2O[C@H]1CN(C)C(=O)Nc1ccccc1 |
| 8.5 | CC(C)(C)NC(=O)C(CCc1ccccc1)n1c(=O)c(-c2cc3ccccc3[nH]2)nc2ccccc21 (stereo unspecified) |
| -10.5 | CCc1nc2ccc(C(=O)Nc3cccc(OCC(=O)N(C)C)c3)cn2c1N(C)Cc1ccc(N(C)C)cc1 |
| 8.4 | O=S1(=O)CC(N2CCC(Cc3ccccc3)CC2)CN1Cc1ccc(F)cc1 (stereo unspecified) |
| 4.1 | COCCCNC(=O)c1csc([C@@H]2O[C@H](CO)[C@H](O)[C@H](O)[C@H]2O)n1 |
| -4.0 | Cc1cc(S(=O)(=O)Nc2ccc(C(=O)NC3CC3)cc2)ccc1F |
| -6.8 | CC(C)C1Cc2[nH]c(=S)[nH]c(=O)c2C(c2ccc(Cl)cc2)O1 (stereo unspecified) |
| -16.5 | CCc1ccc([C@H]2[C@@H]3C(=O)C[C@@H]4C(=O)N(CC)C(=O)[C@@H]4[C@@H]3CN2S(=O)(=O)c2ccc(C)cc2)cc1 |
| 3.2 | Cc1cccc(CN2CCN(C3CN(Cc4ccccc4)S(=O)(=O)C3)CC2)c1 (stereo unspecified) |
| -4.8 | O=C(Nc1ccc(N2CCOCC2)cc1)c1csc([C@@H]2C[C@H](O)[C@@H](CO)O2)n1 |
| 11.7 | CC1(C(=O)Nc2ccccc2Cc2ccccc2)CCN1CCc1ccccc1 (stereo unspecified) |
| -3.6 | CCOc1ccc(CCN2C(=O)C(=O)N([C@@H](CC(C)C)CN3CCC[C@H]3CN3C(=O)C(=O)NC[C@@H]3CC(C)C)C[C@@H]2CC(C)C)cc1 |
| 2.2 | CCCCOCCCNC(=O)C[C@@H]1C[C@@]2(C(=O)OC)CCCCC=C2N(Cc2ccc3c(c2)OCO3)C1=O |
| -43.8 | Cc1ccc(CNc2nc(NCc3ccccc3)nc3ccsc23)c(C)c1 |
| -5.3 | C[C@H](CO)N1C[C@H](C)[C@@H](CN(C)Cc2ccc3c(c2)OCO3)OCc2cnnn2CCCC1=O |
| 18.8 | Cc1nc2c(OCc3cccc(Cl)c3)cccn2c1N(C)CC1CC1 |
| -2.6 | CCOC(=O)[C@]12CCCC=C1N(Cc1ccccc1)C(=O)[C@H](CC(=O)NCCc1ccccc1OC)C2 |
| 8.0 | CN(C)Cc1csc(NC(=O)Nc2ccccc2C(C)(C)C)n1 |
| 4.9 | Cc1ccc([C@@H]2C[C@H]3[C@@H](CN2S(=O)(=O)c2ccc(C)cc2)C(=O)C[C@@H](c2ccc(Cl)cc2)N3S(=O)(=O)c2ccccc2C)cc1 |
| 2.4 | CC1(C(=O)NCc2ccccc2)CSCC(=O)N1Cc1cccc(C(F)(F)F)c1 (stereo unspecified) |
| 2.1 | CNc1ccc2ncc(-c3cccc(C(=O)N(C)C)c3)n2n1 |
| 4.7 | CC(C)[C@@H]1CC[C@@H](C)C[C@H]1O |
| 0.8 | CN(C)CCN1CCN(C2CN(Cc3cn(Cc4ccc(C(F)(F)F)cc4)nn3)S(=O)(=O)C2)CC1 (stereo unspecified) |
| 0.6 | CCc1nc2c(OCCn3cccc3)cccn2c1N(C)C(=O)c1ccco1 |
| 11.6 | CCCc1c(-c2cccc(Cl)c2)ncn1Cc1cccc(-c2ccccc2)c1 |
| -4.2 | Cc1cccc(CN2CCN(C3CN(Cc4cn(Cc5ccc(Cl)cc5)nn4)S(=O)(=O)C3)CC2)c1 (stereo unspecified) |
| 1.7 | OC(c1cccc(Cl)c1)c1nc(-c2csc3ccccc23)cs1 (stereo unspecified) |
| 6.6 | COC(=O)C(c1ccccc1)C(CC(=O)c1ccccc1)c1ccccc1 (stereo unspecified) |
| -0.2 | O=S1(=O)N[C@H](Cc2ccccc2)COc2cccc(N3CCSCC3)c21 |
| 7.9 | CCc1nc2c(OCc3ccccc3C(=O)OC)cccn2c1N(C)C(=O)CC(C)C |

The closing three entries of the part before come first, to join the parts.
| EBI2 block | Compound |
| --- | --- |
| 6.6 | COC(=O)C(c1ccccc1)C(CC(=O)c1ccccc1)c1ccccc1 (stereo unspecified) |
| -0.2 | O=S1(=O)N[C@H](Cc2ccccc2)COc2cccc(N3CCSCC3)c21 |
| 7.9 | CCc1nc2c(OCc3ccccc3C(=O)OC)cccn2c1N(C)C(=O)CC(C)C |
| 6.1 | CCCc1c(-c2cccc(Br)c2)ncn1Cc1cccc(-c2ccccc2)c1 |
| -5.9 | COc1ccc(CN2C(=O)C(CC(=O)NC3CCCCC3)CC(C(=O)N(C(C)C)C(C)C)=C2C)cc1 (stereo unspecified) |
| -14.9 | CN(C)CCNC(=O)C1(C)Cc2c(-c3cccc(C(F)(F)F)c3)ccnc2O1 (stereo unspecified) |
| -4.5 | CC(=O)OC(C(=O)Nc1nncs1)c1ccccc1 (stereo unspecified) |
| 0.5 | COc1ccccc1-c1cc2nc(NCCc3ccncc3)ccn2n1 |
| 8.4 | COc1ccccc1-c1cc2nc(NCCOc3ccccc3)ccn2n1 |
| -1.8 | COc1ccc(C(=O)NCCCN2CCCC2=O)cc1S(=O)(=O)N1CCOCC1 |
| -5.4 | COCCNC(=O)C1(C)CCCN(C(=O)c2cnc3ccccc3n2)C1 (stereo unspecified) |
| -5.5 | CC1(C(=O)O)CCCN(C(=O)/C=C/c2ccccc2)C1 (stereo unspecified) |
| 8.2 | O=S(=O)(Nc1ccc(C(O)(C(F)(F)F)C(F)(F)F)cc1)c1ccc(Cl)c2nonc12 |
| 16.0 | CCOC(=O)C1=CCN(S(=O)(=O)c2ccccc2C)C1c1ccc(Cl)cc1 (stereo unspecified) |
| -14.2 | COc1ccc(CCN2C(=O)c3ccccc3C2c2nnnn2-c2c(C)cccc2C)cc1OC (stereo unspecified) |
| -6.2 | CC1(c2nnnn2-c2ccc3c(c2)OCCO3)CCC(=O)N1C1CC1 (stereo unspecified) |
| 9.1 | Cc1ccc(F)cc1-c1nc(NCC2CC2)nc2ccsc12 |
| -2.9 | CC(C)[C@@H]1Cc2[nH]c(=O)[nH]c(=O)c2[C@H](c2ccc(F)cc2)O1 |
| 35.0 | OC(c1ccccc1)(c1nc(-c2cc3ccccc3o2)cs1)C(F)(F)F (stereo unspecified) |
| -3.8 | Cc1ccc(S(=O)(=O)NC(=O)C2(C)CCN2C(=O)Cc2cccs2)nc1 (stereo unspecified) |
| 16.7 | Cc1nc2c(OCc3ccc(C(F)(F)F)cc3)cccn2c1N(C)C(=O)CCC1CCCC1 |
| 0.6 | CCN(CC)CCCn1c2c(c(SCC(=O)Nc3cc(C)cc(C)c3)nc1=O)CCC2 |
| -13.7 | Clc1ccccc1Nc1nc(NCC2CC2)nc2ccsc12 |
| -1.5 | CCNC(=O)C1(C)CCCN(CCOc2ccc(Cl)cc2)C1 (stereo unspecified) |
| 26.1 | CCCCCCCCN1C(=O)[C@H](CC(=O)NCc2cccc3ccccc23)C[C@@]2(C(=O)OC)CC(C)(C)CC=C12 |
| -0.3 | COc1cc(CN2CCC(C(=O)NC(c3ccccc3)c3ccsc3)CC2)cc(OC)c1 (stereo unspecified) |
| -2.1 | CCC[C@H]1CN(c2ccccc2)C(=O)[C@@H]1CC(=O)Nc1ccc(Br)cc1 |
| -9.7 | CC1(c2nc3ccccc3[nH]2)CCC(=O)N1Cc1ccccn1 (stereo unspecified) |
| -1.4 | COC1=CC(=O)OC(c2ccccc2C(F)(F)F)C1 (stereo unspecified) |
| 5.7 | COc1cccc(C(C)(O)c2nc(-c3cccc(C(C)C)c3)cs2)c1 (stereo unspecified) |
| 28.4 | CCOC(=O)[C@]12CCCC=C1N(CCC1=CCCCC1)C(=O)[C@H](CC(=O)NCCCCc1ccccc1)C2 |
| -4.3 | CCOc1ccc(-c2cc(C(=O)NCCOC)[nH]n2)c(C)c1 |
| 27.7 | COC(=O)c1ccc2nc(-c3ccc(Cl)cc3)c(Cc3cccc(Cl)c3)n2c1 |
| -8.4 | Cc1ccc(S(=O)(=O)N2CCOCC2)cc1NC(=O)c1ccncc1 |
| -8.1 | CC1(c2cccc(Br)c2)NC(=O)N(CC(=O)Nc2ccc(N3CCCCC3)cc2)C1=O (stereo unspecified) |
| -1.2 | O=C(CSc1ccc(Cl)cc1)Nc1ccccc1 |
| 2.7 | CCOC1=C2CN(S(=O)(=O)c3ccc(C)cc3)[C@H](c3ccccc3)C[C@H]2n2c(=O)n(-c3ccccc3)c(=O)n2C1 |
| -8.4 | COC(=O)C[C@H]1C=C[C@H](NC(=O)c2ccc(F)cc2)[C@@H](CO)O1 |
| -3.7 | O=C(NCc1ccncc1)[C@@H]1CCCN1C(=O)[C@@H]1CCCN1C(=O)c1cccs1 |
| -2.5 | CCC(=O)Nc1ccc(S(=O)(=O)NC[C@H]2O[C@@H](n3cc(C)c(=O)[nH]c3=O)C[C@@H]2O)cc1 |
| 25.4 | COC(=O)c1ccc2nc(-c3ccc(Cl)cc3)c(Cc3cccc(F)c3)n2c1 |
| -1.1 | CNC[C@H]1OCCCC[C@H](C)Oc2ccc(NC(=O)CCCN(C)C)cc2C(=O)N([C@H](C)CO)C[C@@H]1C |
| -7.9 | CCN(CC)CCCC(C)n1c(C)cc(C(=O)NS(=O)(=O)c2ccc(C)cc2)c1C (stereo unspecified) |
| -7.2 | CCOC(=O)C(=O)N(C)c1c(CC)nc2c(OCc3cc(Cl)cc(Cl)c3)cccn12 |
| 4.7 | O=C1c2c(-c3ccc(Br)cc3)noc2CCN1Cc1cn(Cc2ccccc2)nn1 |
| 9.8 | Cc1nc(Cc2nnc(SC(C)C(=O)Nc3ccccc3)o2)cs1 (stereo unspecified) |
| -1.1 | O=C(NCc1cccnc1)c1cc(C2CCCCN2C(=O)c2cccs2)on1 (stereo unspecified) |
| 1.3 | Cc1cccc(C#CC2=CC(=O)CC(C)(C)C2)c1 |

The list goes on (four carried over from the part before).
| EBI2 block | Compound |
| --- | --- |
| 4.7 | O=C1c2c(-c3ccc(Br)cc3)noc2CCN1Cc1cn(Cc2ccccc2)nn1 |
| 9.8 | Cc1nc(Cc2nnc(SC(C)C(=O)Nc3ccccc3)o2)cs1 (stereo unspecified) |
| -1.1 | O=C(NCc1cccnc1)c1cc(C2CCCCN2C(=O)c2cccs2)on1 (stereo unspecified) |
| 1.3 | Cc1cccc(C#CC2=CC(=O)CC(C)(C)C2)c1 |
| -3.9 | O=C(C[C@@H]1CC[C@H](NC(=O)Cc2ccccn2)[C@@H](CO)O1)NCCc1ccccc1 |
| -6.6 | CNc1cncc(-c2cccnc2)n1 |
| -3.9 | Cc1cc2c(cc1C)-c1nnnn1C(N1CCC(Cc3ccccc3)CC1)C(=O)N2 (stereo unspecified) |
| -7.2 | O=C(NCc1ccccn1)[C@@H]1CCCN1C(=O)[C@@H]1CCCN1C(=O)c1cccc(Cl)c1 |
| -7.1 | CCCCNC(=O)C(NC(=O)Cc1cc(OC)cc(OC)c1)C(=O)c1ccccc1 (stereo unspecified) |
| 24.8 | COC(=O)C1=CN(c2ccc(C(C)(C)C)cc2)C(N)=C(C#N)C1c1cccc2ccccc12 (stereo unspecified) |
| 57.2* | CCc1nc2ccc(C(=O)NCCOc3ccc(OC)cc3)cn2c1N(C)Cc1cccs1 |
| -6.2 | CCCc1nc2ccccc2n1C(C)C(=O)NC(C)(C)C (stereo unspecified) |
| -9.7 | O=C(c1ccc2ccccc2c1O)N1CCCCC1 |
| 9.7 | O=c1c(-c2cc3ccccc3[nH]2)nc2ccccc2n1C(CCc1ccccc1)c1nc2ccccc2[nH]1 (stereo unspecified) |
| 14.0 | CC(=O)c1cccc(-c2ccc3c(c2)C(C)(Cc2ccccc2F)C(=O)N3)c1 (stereo unspecified) |
| 9.3 | CC(CC(=O)Nc1ccc2c(c1)c(=O)n(C)n2-c1ccccc1)c1ccccc1 (stereo unspecified) |
| 1.4 | O=C(NC(=S)Nc1c(Cl)cc(Cl)cc1Cl)c1ccccc1 |
| -5.8 | CC(=O)NCCNC(=O)C1(C)Cc2c(-c3ccc(NC(C)=O)cc3)ccnc2O1 (stereo unspecified) |
| 10.9 | COc1ccc(NC(=O)C(c2ccncc2)n2c(=O)c(-c3cc4ccccc4[nH]3)nc3ccccc32)cc1 (stereo unspecified) |
| 3.6 | CCN(C(=O)c1c([N+](=O)[O-])cnn1C)c1ccccc1 |
